Source: PubChem BioAssay (National Center for Advancing Translational Sciences (NCATS))
HP1b binding inh: inhibitors of HP1-beta chromodomain binding to methylated histone tails. AID 540317. AlphaScreen HP1-beta / biotin-H3K9me3 peptide binding. hit rate 0.56% among 390,000. Potency, µM (highest dose often 114 µM), for inactives: at the top dose activity change, negative = inhibition, hits mostly inhibitors; also: nearly all actives have a fitted effect of over 70% in size; inactives centre near 23
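HP1-beta protein (50 nM final) preincubated 30 min at room temperature with biotinylated H3(1-18)K9me3 peptide (50 nM) in PBS pH 7.4, 0.01% Tween-20, then compound added for 30 min. AlphaScreen streptavidin donor/nickel chelate acceptor beads (10 ug/mL final), 30 min dark, luminescence read.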
RGS4 inhibitor: inhibitors of human regulator of G protein signaling 4; Transcreener GDP fluorescence polarization, RGS4-accelerated GTP hydrolysis; hit rate 0.039% among 390,000; Potency, µM (highest dose often 114 µM), for the others: top-dose activity change, negative = inhibition, actives largely listed as inhibitors; P49798; AID 504845; also: % is scaled to controls: 0 for no effect and ±100 for the full control effect; nearly all actives have a fitted effect of over 75% in size; some results filed as inactive show a strong effect at the top dose
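MLSMR compounds (23 nl, pin-transferred) preincubated 10 min at room temperature with a 500nM (2x) first reagent, then RGS4 at 900nM (2x) plus Transcreener GDP mix added; fluorescence polarization (620/688 nm) read before and after 90 min at 30 °C.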
ALOX12 inh: ALOX12 (human) lipoxygenase inhibition; P18054; purified 12hLO, xylenol orange hydroperoxide absorbance; Potency, µM (highest dose often 108 µM), inactives show at the top dose activity change, negative = inhibition, most hits filed as inhibitors; hit rate 1.1% among 580,000; AID 1671190; also: % is scaled to controls: 0 for no effect and ±100 for the full control effect
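Purified human 12hLO (150 nM final) in 25 mM Hepes, 0.01% Triton X-100, pH 7.0 was preincubated 15 min at room temperature with compound. Then 40 uM arachidonic acid was added, 30 min. Hydroperoxide was read by Fe-XO absorbance ratio 573/405 nm.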
ERG-DNA inh: blocks human ERG Ets domain binding to DNA. fluorescence polarization, His-ERG Ets domain / labelled DNA. P11308. hit rate 0.028% among 370,000. AID 624246. Potency, µM (top dose mostly 76.9 µM), without a hit: at the highest dose FP activity, negative = inhibition, most hits filed as inhibitors; active = well fitted inhibition curve with a large enough effect in the polarisation, with a control signal flat; inconclusive = small, poorly fitted or top-dose-only effect, or effect the other way, or a change in a side signal; inactive = no such curve, though single readings can be large or run the other way; the % refers to the polarisation;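 also: polarization taken with two DNA probes labelled with fluorescein and Texas red; % of control where 0% means no effect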
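His-tagged ERG Ets domain (1 uM in the protein solution; 300mM KCl, 50mM Tris-HCl, 1mM EDTA, 1mM DTT, pH 7.5) received compound, then a probe mix of 5 nM fluorescein-DNA and 100nM Texas-615-DNA. Fluorescence polarization was read for both dyes.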
Pin1 inh: human Pin1 inhibition; Pin1 FP peptide displacement, HiFluor488, 10 min; Potency, µM (series often up to 115 µM), inactives show at the top dose activity, negative = inhibition, most hits filed as inhibitors; hit rate 0.009% among 390,000; active = well fitted inhibition curve with a large enough effect in the polarisation, with a control signal flat, not every such curve was filed as active; inconclusive = small, poorly fitted or top-dose-only effect, or effect the other way, or a change in a side signal; inactive = no such curve, though single readings can be large or run the other way; the % refers to the polarisation; also: % is scaled to controls: 0 for no effect and ±100 for the full control effect
Tb PGK inh: blocks T. brucei phosphoglycerate kinase; P07378; PGK/GAPDH coupled, Kinase-Glo luminescence, 60 min; Potency, µM (titrated, usually from 57.5 µM), for inactives: at the highest dose activity change, negative = inhibition, usual class: inhibitors; hit rate 0.043% among 380,000; also: % is scaled to controls: 0 for no effect and ±100 for the full control effect; nearly all actives have a fitted effect of over 60% in size
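Recombinant glycosomal PGK reaction used 1,3-bisphosphoglycerate generated in-well by GAPDH (100nM final) in 100mM TEA pH 7.6, 5mM MgCl2, 0.01% Tween-20. After 60 minutes at room temperature, ATP was read by Kinase-Glo Plus luminescence end-point.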
JMJD2A Tudor: JMJD2A Tudor domain (human) inhibition; O75164; AlphaScreen JMJD2A-Tudor / H3K4me3 peptide binding; Potency, µM (doses to about 114 µM), without a hit: at the top dose activity change, negative = inhibition, usual class: inhibitors; hit rate 4.4% among 390,000; AID 504339; also: % is scaled to controls: 0 for no effect and ±100 for the full control effect; nearly all actives have a fitted effect of over 50% in size
Target sequence (O75164 whole entry, looked up, the tested form may be a part): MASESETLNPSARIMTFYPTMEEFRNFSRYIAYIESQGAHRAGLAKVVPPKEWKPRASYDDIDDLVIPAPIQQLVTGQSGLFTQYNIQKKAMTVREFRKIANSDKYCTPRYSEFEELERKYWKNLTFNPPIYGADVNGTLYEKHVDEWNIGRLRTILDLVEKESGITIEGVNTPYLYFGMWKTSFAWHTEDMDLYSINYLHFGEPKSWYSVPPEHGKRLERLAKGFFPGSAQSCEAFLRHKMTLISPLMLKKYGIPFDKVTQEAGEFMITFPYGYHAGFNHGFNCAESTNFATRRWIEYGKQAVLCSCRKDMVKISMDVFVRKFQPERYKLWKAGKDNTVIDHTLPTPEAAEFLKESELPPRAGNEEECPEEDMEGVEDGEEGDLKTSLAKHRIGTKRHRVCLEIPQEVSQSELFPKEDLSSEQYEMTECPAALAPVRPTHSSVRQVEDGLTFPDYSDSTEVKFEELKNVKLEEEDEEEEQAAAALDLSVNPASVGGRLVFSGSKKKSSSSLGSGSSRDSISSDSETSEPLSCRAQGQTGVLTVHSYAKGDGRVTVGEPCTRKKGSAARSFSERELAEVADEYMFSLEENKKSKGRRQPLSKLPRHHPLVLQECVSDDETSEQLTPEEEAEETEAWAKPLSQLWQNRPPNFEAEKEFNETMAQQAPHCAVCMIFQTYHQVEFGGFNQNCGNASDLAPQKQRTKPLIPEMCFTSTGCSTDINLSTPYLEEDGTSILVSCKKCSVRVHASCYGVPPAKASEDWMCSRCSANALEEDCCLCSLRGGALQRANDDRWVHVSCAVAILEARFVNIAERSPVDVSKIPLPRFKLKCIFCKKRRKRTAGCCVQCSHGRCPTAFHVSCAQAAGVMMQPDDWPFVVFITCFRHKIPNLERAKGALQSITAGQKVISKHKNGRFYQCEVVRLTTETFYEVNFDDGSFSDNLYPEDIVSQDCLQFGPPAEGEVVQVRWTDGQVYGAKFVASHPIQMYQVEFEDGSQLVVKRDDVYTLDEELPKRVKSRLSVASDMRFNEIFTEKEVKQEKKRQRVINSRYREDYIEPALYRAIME
rTrxR1 inhibitor: blocks rat thioredoxin reductase 1; O89049; hit rate 1% among 390,000; recombinant rTrxR1, NADPH fluorescence consumption, selenite substrate; Potency, µM (doses to about 114 µM), inactives show at the top dose activity change, negative = inhibition, actives largely listed as inhibitors; also: % is scaled to controls: 0 for no effect and ±100 for the full control effect; nearly all actives have a fitted effect of over 65% in size
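Rat TrxR1 (90 nM in the dispensed reagent) was pre-reduced with 400 uM NADPH for 5 min at room temperature, then incubated with compound for 15 min. After 400 uM selenite was added, NADPH fluorescence (Ex 340/Em 450 nm) was followed for 8 min.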
GLS inhibitor: blocks human kidney-isoform glutaminase activity. O94925. AID 624170. Potency, µM (top dose mostly 45.5 µM), without a hit: top-dose activity change, negative = inhibition, actives largely listed as inhibitors. GLS enzymatic activity, qHTS titration. hit rate 0.21% among 410,000; also: % is scaled to controls: 0 for no effect and ±100 for the full control effect
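Assay buffer: 45 mM KH2PO4 pH 8.2, 0.02% Tween-20. hKGA acts on L-glutamine (1 mM solution added); product glutamate is reported by an oxidase/peroxidase Amplex Red coupling, with fluorescence taken at baseline and 30 min.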
An asterisk follows results filed as active; i = inactive; ? = inconclusive; . = no result given; & = joins results of further samples; [ ] = another dose, or the depositor's remark. Unless noted, calls follow the shape of the dose curve; as a rule, active = well fitted curve in the direction sought with a large enough effect; inconclusive = small, poorly fitted or top-dose-only effect, or another doubt; inactive = no such curve, though single readings can be large; an effect the other way counts as inactive or inconclusive. Potency is read from the fitted curve at half-maximal effect.

SMILES,HP1b binding inh,RGS4 inhibitor,ALOX12 inh,ERG-DNA inh,Pin1 inh,Tb PGK inh,JMJD2A Tudor,rTrxR1 inhibitor,GLS inhibitor
CC1CCN(Cc2c(C(=O)N/N=C/c3cc(Cl)ccc3O)nnn2-c2nonc2N)CC1,16%[57 µM],10%,6%,-5%,0%,i,-4%,14%,-4%
CCC(C)NC(=O)c1ccccc1NC(=O)COc1ccc(OC)cc1 (configuration not stated),7%,5%,0%,0%,1%,7%,-8%,-8%,-7%
O=C(COC(=O)CNC(=O)C12CC3CC(CC(C3)C1)C2)NC1CCS(=O)(=O)C1 (configuration not stated),31%[activator],5%,-11%,-1%,-2%,-3%,-7%,13%[57.1 µM],0%
Cc1cc(=O)oc2c(C)c(OC(C)C(=O)NCCN3CCOCC3)ccc12 (configuration not stated),26%,36%,-4%&89%,2%,2%,-6%,-3%,-5%,-5%
CN(C)S(=O)(=O)c1ccc(C(=O)OCC(=O)Nc2ccc(OC(F)F)cc2)cc1,25%,18%,11%,-4%,-8%,-8%,-7%,18%,2%
CC(C)OC(=O)/C(C#N)=C/c1ccc(-c2ccc(SC(F)F)cc2)o1,31%,-2%,-30%,?,?,-1%,-2%,-2%,-11%
c1ccc2c(c1)CCCC2NC1=NCCC1 (configuration not stated),4%,7%[11.4 µM],?,12%,-6%,-6%,5%[57.1 µM],-14%,7%
CCS(=O)(=O)N1CC(=O)N(c2ccccc2C)C(C)(C(=O)NC2CCCCC2)C1 (configuration not stated),-9%,6%,-17%,4%,-7%,-9%,-10%,22%,-12%
C=C(C)Cn1c(-c2ccc(OC)cc2)nc2ccccc21,15%,18%,8%,0%,4%,8%,-9%,5%[57.1 µM],10%
Cc1cc(C(C2C(=O)CC(C)(C)CC2=O)C2C(=O)CC(C)(C)CC2=O)cc(C)c1OC(F)F,4%,?,?,-3%,-11%,-6%,-25%,?,4%
O=C(c1ccc([N+](=O)[O-])cc1)N(Cc1ccccc1)c1ccccn1,14%,-3%,-3%,0%,1%,-3%,-9%,1%[57.1 µM],0%
Cc1ccc(C(=O)Nc2ccccc2C(=O)O)cc1S(=O)(=O)N1CCCCCC1,52%[activator],-37%,13%,-1%,1%,1%,-9%,-8%,16%
COc1cccc2c(=O)n(CC(=O)NCCc3ccccc3)ccc12,63%[activator],-11%[11.4 µM],2%,-5%,1%,-4%,-12%[11.4 µM],11%,-6%
Cc1ccc2oc(C(Cl)(Cl)Cl)cc(=O)c2c1,19%,8%,1%[57.4 µM],.,-2%,-4%,-14%,202%[activator],-16%
CCS(=O)(=O)N1Cc2ccccc2CC1C(=O)Nc1nccs1 (configuration not stated),12%,12%,-10%,-4%,6%,-12%,-17%,3%,3%
CCCCn1c(-c2cccc3ccccc23)nc2cc3[nH]c(=O)c(C(C)C)nc3cc21,55%[activator],-43%,1%,1%,11%,-3%,-8%,-9%,-6%
O=C(c1cccs1)N1CCN(c2cccc(Cl)c2)CC1,41%[activator],1%,-22%,-5%,2%,2%,1%,24%,3%
CC(C)Cc1nn2c(N)c(/C=C3\C=Nc4ccccc43)c(=O)nc2s1,34%,-18%,13%,0%,?,i,0%,9%,7%
CC1(C)CC(=O)C=C(c2cccc(O)c2)C1,27%,9%,-3%,-3%,-1%,-1%,-14%,7%,16%
Cc1c(C(=O)N2CCN(S(=O)(=O)c3ccc(F)cc3)CC2)oc2ccccc12,17%,-6%,-11%,10%,17%,4%,-15%,13%,3%

Next part; the last five above are carried over.
SMILES,HP1b binding inh,RGS4 inhibitor,ALOX12 inh,ERG-DNA inh,Pin1 inh,Tb PGK inh,JMJD2A Tudor,rTrxR1 inhibitor,GLS inhibitor
CCCCn1c(-c2cccc3ccccc23)nc2cc3[nH]c(=O)c(C(C)C)nc3cc21,55%[activator],-43%,1%,1%,11%,-3%,-8%,-9%,-6%
O=C(c1cccs1)N1CCN(c2cccc(Cl)c2)CC1,41%[activator],1%,-22%,-5%,2%,2%,1%,24%,3%
CC(C)Cc1nn2c(N)c(/C=C3\C=Nc4ccccc43)c(=O)nc2s1,34%,-18%,13%,0%,?,i,0%,9%,7%
CC1(C)CC(=O)C=C(c2cccc(O)c2)C1,27%,9%,-3%,-3%,-1%,-1%,-14%,7%,16%
Cc1c(C(=O)N2CCN(S(=O)(=O)c3ccc(F)cc3)CC2)oc2ccccc12,17%,-6%,-11%,10%,17%,4%,-15%,13%,3%
Cc1cccc(CSc2nc3c(c(=O)[nH]2)C(c2cccc(O)c2)CC(=O)N3)c1 (configuration not stated),3%,0%,-23%,0%,-2%,-6%,?,3%,5%
C=C1CCN([C@@H](Cc2ccccc2)C(=O)NCc2ccc(Cl)c(Cl)c2)S(=O)(=O)c2ccccc21,81%[activator],-10%,9%,-3%,26%,0%,-5%,-11%,-5%
CN(C(=O)OCc1ccccc1)C(CC(N)=O)C(=O)O (configuration not stated),17%,8%,-4%,.,-5%,.,-7%,21%,9%
Cc1c(NS(=O)(=O)N2CCCC2)c(=O)n(-c2ccccc2)n1C,17%,8%,-9%,-7%,-6%,-10%,-20%,16%,-1%
Cc1cccc(C(=O)O/N=C2\CCSc3ccc(C)cc32)c1,116%[activator],28%,0%,5%,3%,3%,62%[activator],17%[0.457 µM],14%
Cc1cc2nc(C(C)(C)C)cc(N)n2n1,32%,-11%,0%,-4%,-2%,-11%,-17%,19%,2%
[2H]c1c([2H])c([2H])c(C(=O)c2sc(N3CCCCCC3)nc2-c2ccccc2)c([2H])c1[2H],91%[activator],-10%,0%,6%,0%,-3%,31%,6%[57.1 µM],3%
CCc1c(C)c2ccc(OCC(=O)OC(C)C)c(C)c2oc1=O,25%,-9%,-1%,-2%,2%,-8%,-5%,40%[activator],3%
CC(C)(C)C(=O)/C=c1\[nH]c(=O)/c(=C\c2ccc(F)cc2)s1,27%,18%,0%,8%,3%,-7%,-26%,17%[57.1 µM],5%
COc1ccc(OC)c(NC(=O)Cn2c(=O)n(CC(=O)NCc3ccco3)c(=O)c3ccccc32)c1,16%,0%,-24%,2%,18%,7%,-13%,?,-1%
COc1ccccc1N1CCN(C(=O)CCC(=O)Nc2nnc(C(C)C)s2)CC1,49%[activator],27%[11.4 µM],-1%,-5%,-3%,1%,-21%,14%,24%
Cc1c[nH]c2ccccc12,17%,8%,-18%,-6%,-1%,5%,-26%,-10%,29%&4%
COc1cc(-c2nc(C(F)(F)F)c(OC)o2)cc(OC)c1OC,39%[activator],28%,-13%,7%,-1%,-9%,-16%,?,7%
CN(Cc1c(F)cccc1Cl)C(=O)c1cccc(S(=O)(=O)N2CCN(Cc3ccccc3)CC2)c1,10%,5%,9%,-5%,2%,3%,-32%,-6%,15%
COC(=O)c1sc(NC(=S)NC(=O)c2cccc(Br)c2)nc1C,21%,-7%,7%,4%,5%,-2%,1%,0%,-1%
CC1(C)CC(=O)C=C(C(=O)N2CCCC(C(=O)c3cccc(Cl)c3)C2)O1 (configuration not stated),15%,-15%,461%[activator],4%,0%,i,-7%,17%[57.1 µM],0%

A section from the list above, for reference:
SMILES,HP1b binding inh,RGS4 inhibitor,ALOX12 inh,ERG-DNA inh,Pin1 inh,Tb PGK inh,JMJD2A Tudor,rTrxR1 inhibitor,GLS inhibitor
COc1ccc(OC)c(NC(=O)Cn2c(=O)n(CC(=O)NCc3ccco3)c(=O)c3ccccc32)c1,16%,0%,-24%,2%,18%,7%,-13%,?,-1%
COc1ccccc1N1CCN(C(=O)CCC(=O)Nc2nnc(C(C)C)s2)CC1,49%[activator],27%[11.4 µM],-1%,-5%,-3%,1%,-21%,14%,24%
Cc1c[nH]c2ccccc12,17%,8%,-18%,-6%,-1%,5%,-26%,-10%,29%&4%
COc1cc(-c2nc(C(F)(F)F)c(OC)o2)cc(OC)c1OC,39%[activator],28%,-13%,7%,-1%,-9%,-16%,?,7%

Not all compounds are listed; the hit share may differ from the screen's.
